USP1 inh: USP1/UAF1 (human) deubiquitinase inhibition; recombinant USP1/UAF1, Ub-Rhodamine cleavage fluorescence; Potency, µM (series often up to 57.1 µM), inactives show at the top dose activity change, negative = inhibition, most hits filed as inhibitors; hit rate 0.23% among 390,000; AID 743255; further: potency means the concentration at half of the fitted maximal effect; nearly all actives have a fitted effect of over 60% in size; inactives centre near -12
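Step one: compound is pinned into 1nM USP1/UAF1 in HEPES pH 7.8 buffer with TCEP. Step two: 15 min room-temperature incubation. Step three: Ub-Rho (150nM final) starts cleavage, tracked by fluorescence over six one-minute reads.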
IDH1 R132H inh: blocks human mutant IDH1 R132H enzyme; Potency, µM (titrated, usually from 76.6 µM), inactives show at the top dose activity change, negative = inhibition, most hits filed as inhibitors; IDH1-R132H enzyme, NADPH consumption, diaphorase/resazurin fluorescence; AID 602179; O75874; hit rate 0.093% among 390,000; further: potency means the concentration at half of the fitted maximal effect; nearly all actives have a fitted effect of over 65% in size
Target sequence (O75874 whole entry R132H, stated change not applied): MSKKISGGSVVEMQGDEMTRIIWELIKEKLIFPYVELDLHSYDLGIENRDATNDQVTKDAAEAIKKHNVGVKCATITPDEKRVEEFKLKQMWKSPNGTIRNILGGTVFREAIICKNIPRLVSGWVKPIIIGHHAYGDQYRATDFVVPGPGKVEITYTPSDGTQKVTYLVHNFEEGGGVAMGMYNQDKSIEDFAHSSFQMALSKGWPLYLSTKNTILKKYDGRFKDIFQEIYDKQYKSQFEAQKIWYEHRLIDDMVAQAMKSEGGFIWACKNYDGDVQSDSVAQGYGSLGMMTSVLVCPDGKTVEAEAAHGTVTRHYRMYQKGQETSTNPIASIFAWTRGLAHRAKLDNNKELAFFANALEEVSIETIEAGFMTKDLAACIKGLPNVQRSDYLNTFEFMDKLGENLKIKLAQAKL
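IDH1-R132H (0.5 ug/mL dispensed) in pH 7.5 Tris buffer was preincubated 30 min with compound, then given a substrate mix of 0.016 mM NADPH and 2 mM alpha-KG for 80 min at room temperature; remaining NADPH was read by diaphorase/resazurin fluorescence.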
PI4K2A block: blocks human PI4K2A kinase activity; purified PI4K2A, ADP-Glo luminescence, 1 h; active compounds read low; AID 1346378; hit rate 0.13% among 420,000; Q9BTU6; activity change, negative = inhibition, % at 76.9 µM; in the data active means activity change below about -50%; inconclusive means mostly about -30% to -49%;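 further: -100% = wells without enzyme as full effect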
Target sequence (Q9BTU6 whole entry, looked up): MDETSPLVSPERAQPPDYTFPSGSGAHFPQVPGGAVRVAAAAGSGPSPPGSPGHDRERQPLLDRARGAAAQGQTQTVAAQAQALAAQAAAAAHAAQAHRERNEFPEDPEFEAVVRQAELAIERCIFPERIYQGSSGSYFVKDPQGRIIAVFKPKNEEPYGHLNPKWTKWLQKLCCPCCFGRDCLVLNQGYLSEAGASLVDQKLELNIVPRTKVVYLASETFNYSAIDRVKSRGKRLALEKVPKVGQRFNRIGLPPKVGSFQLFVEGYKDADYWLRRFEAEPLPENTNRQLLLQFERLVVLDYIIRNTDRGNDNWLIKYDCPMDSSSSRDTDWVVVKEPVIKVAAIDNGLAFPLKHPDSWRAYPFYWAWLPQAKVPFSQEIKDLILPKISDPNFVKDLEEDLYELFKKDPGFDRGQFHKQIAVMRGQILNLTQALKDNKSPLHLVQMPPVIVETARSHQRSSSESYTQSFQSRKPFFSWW
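Compounds are screened against recombinant PI4K2A using PI as substrate and ATP, the latter dispensed at 300 microM. Reactions run one hour at ambient temperature before ADP-Glo detection; full inhibition defined by wells lacking enzyme.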
Active calls of the source: *; ? = inconclusive. Unless noted, the call rests on the fitted dose curve; in most records, active means well fitted inhibition curve with a large enough effect; inconclusive means small, poorly fitted or top-dose-only effect; inactive means no such curve, though single readings can be large or run the other way. Unless noted, on the % scale 0 is the no-effect control and ±100 the full control effect.

Below each SMILES: USP1 inh | IDH1 R132H inh | PI4K2A block
- CCCn1c(=O)c(C(=O)Nc2ccccc2N)c(O)c2ccccc21
 : -19.2% | -3.8% | -4.8
- CC1CCC(C(O)(C(=O)c2ccccc2)c2ccccc2)C(=O)C1 (stereo unspecified)
 : -10.6% | -4.7% | -7.0
- C[C@H](CO)N1C[C@H](C)[C@@H](CN(C)C(=O)Nc2ccc(F)cc2)OCc2cnnn2CCCC1=O
 : -20.5% | 3.8% | -3.0
- CC(C)CC1C(=O)N(Cc2cn(CCC3OCCO3)nn2)CCS(=O)(=O)N1Cc1ccc(-c2ccc(F)nc2)cc1 (stereo unspecified)
 : -17.3% | 0.4% | -7.4
- CCc1cc(-c2nnn(CCC3COCCO3)c2CC)ccc1-c1cn(CCc2c[nH]c3ccccc23)nn1 (stereo unspecified)
 : -20.9% | 8.0% | 7.1
- CNS(=O)(=O)c1ccc(CNC[C@H]2O[C@@H](n3cc(C)c(=O)[nH]c3=O)C[C@@H]2O)cc1
 : -19.5% | -1.7% | 0.9
- COc1ccc(Cc2noc(=O)[nH]2)cc1
 : -17.8% | 6.0% | 3.7
- COc1ccc([C@H]2C[C@H](O)[C@@H](n3cc(C4CC4)nn3)CN2Cc2cccs2)cc1
 : -13.9% | -1.5% | -5.7
- Cc1cc(C)cc(-n2ncc3c2CCCC3NC(=O)c2ccccc2)c1 (stereo unspecified)
 : -3.3% | -8.5% | -2.1
- COCC(C)NC(=O)C1CC(=O)N(CCc2ccc(F)cc2)C1 (stereo unspecified)
 : ? | 10.1% | -0.3
- COc1ccc([C@H]2N[C@]3(CCCN(Cc4ccc(F)cc4)C3=O)[C@H]3C(=O)N(Cc4ccccc4)C(=O)[C@@H]23)cc1
 : -14.7% | 2.8% | -5.2
- Cc1ccc(/C(O)=C2\C(=O)C(=O)N(C)C2c2ccccc2)cc1 (stereo unspecified)
 : ? | 16.8% | 1.2
- CN(C)C(=O)c1cccc(COc2ccc(N3C(N)=NC(N)=NC3(C)C)cc2Cl)c1
 : ? | -19.0% | 1.9
- CCN(CC(=O)Nc1ccc(NC(C)=O)cc1)CC(=O)Nc1cccc2ccccc12
 : -16.3% | -5.8% | 2.6
- C[C@H]1CN([C@@H](C)CO)C(=O)CCCn2nncc2CO[C@H]1CN(C)S(=O)(=O)c1ccc(C#N)cc1
 : -13.9% | -5.2% | 1.7
- COC(=O)NC1CC2C=CC1C1C=CC21 (stereo unspecified)
 : -26.2% | 0.8% | -18.0
- COc1ccc(-c2ccc(CN3C(CC(C)C)C(=O)N(Cc4cn(Cc5ccco5)nn4)CCS3(=O)=O)cc2)cc1OC (stereo unspecified)
 : -12.5% | 12.6% | 6.6
- COc1ccc(CN2C(=O)C(CC(=O)NCC3CCCCC3)CC(C(=O)N(C)C)=C2C)cc1 (stereo unspecified)
 : -23.6% | 7.1% | -1.8
- COCCCN(C(=O)C1=COCCO1)c1c(N)n(Cc2ccccc2)c(=O)[nH]c1=O
 : -2.5% | -6.9% | 1.4
- O=C(NCc1ccco1)c1ccc(OC2CCN(Cc3ccccn3)CC2)cc1
 : -22.1% | 0.3% | 7.7

As entered above:
Reading of `COc1ccc(CN2C(=O)C(CC(=O)NCC3CCCCC3)CC(C(=O)N(C)C)=C2C)cc1` (stereo unspecified) in PI4K2A block: -1.8
Reading of `O=C(NCc1ccco1)c1ccc(OC2CCN(Cc3ccccn3)CC2)cc1` in USP1 inh: -22.1%
Reading of `CCN(CC(=O)Nc1ccc(NC(C)=O)cc1)CC(=O)Nc1cccc2ccccc12` in PI4K2A block: 2.6

(next part)
Below each SMILES: USP1 inh | IDH1 R132H inh | PI4K2A block
- Cc1ccc(S(=O)(=O)NN=Cc2c(O)ccc3ccccc23)cc1
 : -34.8% | 2.6% | -2.9
- CC(C)(C)S(=O)N1Cc2cc(CO)ccc2[C@H]1CCO (stereo partly specified)
 : -19.7% | 1.1% | -2.1
- CN(C1=NS(=O)(=O)c2ccccc21)c1ccc(OC(=O)c2ccccc2F)cc1
 : ? | 8.4% | -3.6
- O=c1c2ccccc2sn1-c1ccccc1F
 : 5.7% | -4.6% | -17.4
- CC(=NNS(=O)(=O)c1ccc(C)cc1)c1ccccc1
 : -11.4% | 10.9% | -4.5
- COc1ccc(-c2ccc3c(c2)O[C@@H](CN(C)C(=O)c2ccccc2F)[C@@H](C)CN([C@@H](C)CO)S3(=O)=O)cc1
 : -33.0% | 11.2% | -0.6
- Clc1ccc(-c2nc3c4ccccc4ccn3c2Cc2ccccc2)cc1
 : -27.4% | 14.3% | -0.9
- C[C@@H]1CN([C@@H](C)CO)C(=O)CCCn2nncc2CO[C@H]1CN(C)Cc1ccccc1
 : ? | 2.7% | -3.1
- C[C@H]1CN([C@@H](C)CO)C(=O)c2cc(C#Cc3ccccn3)cnc2O[C@@H]1CN(C)Cc1ccccc1
 : ? | -2.8% | 3.5
- CCCNC(=O)N(C)C[C@@H]1Oc2ncc(Br)cc2C(=O)N([C@H](C)CO)C[C@@H]1C
 : -4.6% | 2.3% | 6.0
- N#Cc1ccc2c(=O)n(-c3ccccc3)sc2c1
 : -1.8% | -6.1% | -3.6
- CCCNC(=O)N(C)C[C@H]1Oc2cc(Br)ccc2S(=O)(=O)N([C@@H](C)CO)C[C@@H]1C
 : -9.7% | 3.3% | -0.8
- CCc1cc(C(=O)NC2CCCc3c2cnn3-c2ccc(F)cc2F)no1 (stereo unspecified)
 : -6.8% | 5.1% | -7.0
- CCOC(=O)C1C(C(=O)OCC)C(C)(C)C1N(C)C (stereo unspecified)
 : -27.2% | -4.4% | -2.9
- COc1ccccc1CNS(=O)(=O)c1c(C)cc(C)cc1C
 : -21.3% | 7.5% | -5.1
- COc1ccc(NC(=O)N(C)C[C@H]2OCc3cnnn3CCCC(=O)N([C@@H](C)CO)C[C@H]2C)cc1
 : -19.5% | 12.0% | -4.8
- C[C@H](CO)N1C[C@H](C)[C@@H](CN(C)C)OCc2cnnn2CCCC1=O
 : -26.9% | -4.0% | -3.4
- O=C(COC(=O)C1CCC1)Nc1cc(S(=O)(=O)N2CCOCC2)ccc1Cl
 : -10.4% | -5.4% | 0.5
- CCCN(C(=O)CSc1nnc(-c2ccncc2)n1CCC)c1c(N)n(Cc2ccccc2)c(=O)[nH]c1=O
 : -20.0% | 16.2% | 0.4
- Cc1noc(C)c1S(=O)(=O)N(C)C[C@@H]1OCc2cnnn2CCCC(=O)N([C@@H](C)CO)C[C@H]1C
 : 1.8% | -0.3% | -1.9

The results go on.
Below each SMILES: USP1 inh | IDH1 R132H inh | PI4K2A block
- CC1CCCN(CCCNC(=O)c2ccc3c(c2)N(Cc2cccc(Cl)c2)C(=O)c2ccccc2S3=O)C1 (stereo unspecified)
 : -13.9% | -5.9% | 2.9
- Cc1cn([C@H]2C[C@H](O)[C@@H](CNCC3=Cc4cc(O)ccc4OC3)O2)c(=O)[nH]c1=O
 : -24.3% | 0.0% | -3.3
- CCOC(=O)C(=NO)C1=CSC2=NNC(C)(C)N12
 : -23.7% | -3.1% | 0.5
- O=C(CC1SC(N2CCCC2)=NC1=O)Nc1ccc(C(=O)NCc2ccccc2F)cc1 (stereo unspecified)
 : -22.1% | 12.4% | -5.5
- CNC(=O)C1CN(C(=O)c2cccc(S(=O)(=O)N3CCc4ccccc43)c2)c2ccccc2O1 (stereo unspecified)
 : -23.0% | 4.0% | -0.9
- CCCN(CC1CC1)C(=S)NC(=O)c1ccccc1C
 : -14.3% | -1.5% | -3.0
- C[C@@H]1CN([C@H](C)CO)C(=O)CCCn2nncc2CO[C@@H]1CN(C)C(=O)c1ccccc1
 : -13.0% | -10.6% | -6.8
- C#CC(C)OCC1CNC(=S)O1 (stereo unspecified)
 : -7.7% | -8.0% | -8.6
- O=C(C[C@@H]1C[C@H]2c3cc(NC(=O)c4cccnc4)ccc3O[C@H]2[C@H](CO)O1)NCc1ccc(Oc2ccccc2)cc1
 : -13.9% | -3.1% | -5.3
- C[C@H](CO)N1C[C@H](C)[C@@H](CN(C)C(=O)CN2CCOCC2)Oc2ncc(-c3cncnc3)cc2C1=O
 : -12.4% | -11.9% | -5.8
- OCCCN1CNC(=S)NC1
 : -10.0% | 3.3% | -0.7
- CCOC(=O)Nc1ccc2c(c1)N(C(=O)CN(C)C)c1ccccc1S2
 : -20.7% | 6.1% | -0.3
- C[C@@H]1CN([C@@H](C)CO)C(=O)CCCn2nncc2CO[C@@H]1CN(C)C(=O)Nc1ccc(C(F)(F)F)cc1
 : -15.0% | 0.0% | -2.2
- CC1=C(C(=O)N2CCOCC2)CC(CC(=O)NC2CC2)C(=O)N1Cc1ccccc1 (stereo unspecified)
 : -20.9% | 12.2% | 2.0
- C[C@H](CO)N1C[C@H](C)[C@@H](CN(C)C(=O)Nc2ccc(F)cc2)Oc2cc(Br)ccc2S1(=O)=O
 : -4.2% | -2.6% | 0.0
- C[C@@H]1CN([C@@H](C)CO)C(=O)c2cc(NC(=O)Nc3ccccc3)ccc2O[C@@H](C)CCCCO[C@H]1CN(C)C(=O)Nc1ccc(C(F)(F)F)cc1
 : ? | 3.4% | 1.7
- COc1ccc(N2CC(C)(C)[C@H](CC(=O)Nc3ccccc3)C2=O)cc1
 : -19.8% | -9.7% | 0.1
- CCc1cccc(C)c1NC(=O)COC(=O)CCn1c(C)csc1=O
 : -15.4% | -3.1% | 4.0
- O=C(CC1C(=O)NCCN1Cc1ccccc1)NC1CCCCC1 (stereo unspecified)
 : -9.7% | -3.4% | 0.0
- CC(C)N1CCN(c2ccncc2S(=O)(=O)N2CCCCC2)CC1
 : -28.9% | -6.7% | -0.7

Entries of single compounds as entered above. Order of screens: USP1 inh | IDH1 R132H inh | PI4K2A block
Record of C[C@@H]1CN([C@@H](C)CO)C(=O)CCCn2nncc2CO[C@@H]1CN(C)C(=O)Nc1ccc(C(F)(F)F)cc1 → -15.0% | 0.0% | -2.2
Record of O=C(CC1C(=O)NCCN1Cc1ccccc1)NC1CCCCC1 (stereo unspecified) → -9.7% | -3.4% | 0.0

The list continues:
Below each SMILES: USP1 inh | IDH1 R132H inh | PI4K2A block
- Cc1nc(N(C)C2CCCCC2)c2nnn(Cc3ccc(F)cc3)c2n1
 : -26.7% | -4.9% | -1.3
- CCCCN1C(=O)C(CC(=O)NC2CCCCC2)CC(C(=O)N(CC)CC)=C1C (stereo unspecified)
 : -1.0% | 5.3% | -9.6
- CC1(C)CC(=O)C=C(c2ccc(-c3cccc(C(N)=O)c3)cc2)C1=O
 : -13.2% | -10.3% | 5.0
- Cc1cccc(-c2ccc3[nH]c4c(c3c2)CCN2C[C@@H]([C@H](C)O)[C@@H](N(C)C(=O)Nc3ccc(F)cc3)C[C@@H]42)c1
 : ? | -7.1% | 0.4
- CSc1ncnc2c1ncn2CCCNCCCN1CCCC1=O
 : -15.1% | -1.3% | 0.4
- CCCCN(C(=O)c1cc(Cl)nc2ccccc12)c1c(N)n(CCC)c(=O)[nH]c1=O
 : 2.9% | 2.7% | -1.5
- O=C(Nc1nc(-c2ccc([N+](=O)[O-])cc2)cs1)C1=COCCO1
 : -19.0% | -1.7% | 2.6
- CN(C)C(=S)Oc1ccccc1C1SCCS1
 : -12.2% | 8.0% | 6.2
- O=c1c(N=Nc2ccccc2)c[nH]n1-c1ccccc1
 : -17.0% | 18.1% | -3.8
- Cc1cccc(OC(=O)Nc2ccc(C(=O)O)c(O)c2)c1
 : -2.9% | 1.2% | -25.0
- C[C@@H]1CN([C@H](C)CO)C(=O)CCCn2nncc2CO[C@@H]1CN(C)C(=O)OCc1ccccc1
 : -11.9% | -3.1% | -4.7
- COc1ccc(-c2cnc(C(N)=O)c(=O)[nH]2)cc1
 : -3.1% | 4.5% | -1.5
- CCN(CC(=O)Nc1c(F)cccc1F)C(=O)c1ccc(OC)c(S(=O)(=O)NC2CCCC2)c1
 : 9.8% | -3.4% | -0.2
- COc1cccc(CN(C)C[C@@H]2OCc3cnnn3CCCC(=O)N([C@@H](C)CO)C[C@H]2C)c1
 : 1.3% | 5.4% | -14.8
- CCOC(=O)c1nc2ccc(C)cc2c2c1C1CC(c3c(Cl)cccc31)N2C(=O)OCc1ccccc1 (stereo unspecified)
 : ? | -4.0% | -7.0
- C[C@@H]1CN([C@@H](C)CO)C(=O)CCCn2nncc2CO[C@H]1CN(C)C(=O)c1ccccc1
 : -16.3% | -13.2% | 5.2
- O=[N+]([O-])c1ccc(NCCCc2ccccc2)cc1
 : -15.3% | -6.5% | 5.4
- NC(=O)C1CCN(C(=O)c2ccc3ncsc3c2)CC1
 : -20.2% | 0.2% | -4.5
- C[C@H]1CCCCO[C@H](CN(C)Cc2ccccc2)[C@@H](C)CN([C@@H](C)CO)C(=O)c2cc(NC(=O)CCC(F)(F)F)ccc2O1
 : -4.5% | -1.0% | -3.4
- COc1ccc(NC(=O)N(C)C[C@@H]2OCc3cnnn3CCCC(=O)N([C@H](C)CO)C[C@@H]2C)c(OC)c1
 : -11.5% | -2.3% | -0.2
- O=S(=O)(N=C1C=CC(=NS(=O)(=O)c2ccccc2)c2ccccc21)c1ccccc1
 : 28.2µM* | 22.5% | ?

Assay outcomes (PubChem)

This is a subset; count on the stated rates, not on these rows.
